Screening data from PubChem.
LEDGF integ inh – blockers of LEDGF/p75-dependent integrase strand transfer – biochemical, TR-FRET, high throughput, primary screen; HIV-1 integrase (with human LEDGF/p75); TR-FRET IN-LEDGF/p75 DNA integration, Eu/Cy5; inhibition, % at 3.7 µM; hit rate 0.64% among 370,000;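 active means inhibition above the screen-wide mean plus 3 SD, cut at about 13% in these data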;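 further: signal is the Cy5 over europium emission ratio at 671 and 618 nm; 0% = plate median of compound wells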
ABHD4 inh – ABHD4 inhibitors, primary screen, biochemical, fluorescence polarization, mouse | purified mABHD4, FP-Rh probe fluorescence polarization | inhibition, % at 8.92 µM | (Lyso)-N-acylphosphatidylethanolamine lipase (Mus musculus), Q8VD66 | AID 720543, 2013 | hit rate 0.54% among 370,000;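 active means inhibition exceeding the mean over every tested compound plus 3 SD, cut at about 30% in these data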;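 further: 0% = plate median of compound wells and 100% = S159A mutant with DMSO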
Target sequence (Q8VD66 whole entry, looked up): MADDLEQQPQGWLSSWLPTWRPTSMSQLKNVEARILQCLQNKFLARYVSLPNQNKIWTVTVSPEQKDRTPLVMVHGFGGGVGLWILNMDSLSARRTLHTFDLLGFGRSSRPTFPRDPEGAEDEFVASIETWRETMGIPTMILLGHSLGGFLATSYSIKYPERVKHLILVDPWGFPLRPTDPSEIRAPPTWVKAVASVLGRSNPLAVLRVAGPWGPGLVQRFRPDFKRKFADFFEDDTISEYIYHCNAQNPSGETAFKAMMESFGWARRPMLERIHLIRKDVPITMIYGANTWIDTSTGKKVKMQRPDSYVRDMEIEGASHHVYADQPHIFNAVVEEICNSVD
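Material: mouse ABHD4 enzyme, wild type; Benchmarks: S159A mutant high control, sample median low control; Buffer or medium: HEPES pH 7.0, NaCl, Pluronic buffer; Signal: fluorescence polarization; Read-out: percent inhibition of probe binding, normalized to plate controls; Timing: pre-incubation 45 min, probe exposure 60 min, at 25 °C; Dosing: 8.92 µM, single dose.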
TCR-CD3 inh – inhibitors of human TCR-CD3 interaction, primary screen, biochemical, fluorescence, TAMRA-labeled TCR probe; T-cell receptor (TCR); inhibition, % at 9.4 µM; hit rate 0.37% among 360,000; AID 651800, 2012; in the data active means inhibition above about 19%;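 further: recombinant mutant TCR 2C K166C tagged with TAMRA read by polarization; 0% = receptor in buffer alone and 100% = receptor with positive control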
SIAE primary – human SIAE inhibitors, primary screen, biochemical, fluorescence polarization, FP-Rh probe, 1536-well HTS | Sialate O-acetylesterase (Homo sapiens), Q9HAT2 | SIAE FP-Rh probe binding | inhibition, % at 9.66 µM | hit rate 0.69% among 370,000 | AID 1053197, 2014;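 active means inhibition above a cutoff: mean of compounds within the control limits plus 3 SD of those, cut at about 17% in these data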;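 further: 0% = plate median of compound wells and 100% = probe without SIAE protein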
HTRA1 inhibitor – HTRA1 serine protease inhibitors, primary screen, biochemical, fluorescence polarization, HTS. recombinant HTRA1, FP-rhodamine activity-based probe. inhibition, % at 5.96 µM. hit rate 0.5% among 340,000; in the data active means inhibition above about 36%;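 further: 0% = enzyme with DMSO and 100% = wells lacking enzyme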
Rev-erbA mod – modulators of Rev-erb alpha DNA binding, primary screen, biochemical, FITC-DNA, fluorescence polarization, uHTS; Rev-erbα–FITC-DNA binding, 90 min; activity, % at 10 µM; hit rate 0.79% among 370,000; AID 1259318, 2017;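 active means activity above about 14%, limit read from the data; passing the limit was not always enough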;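 further: 0% = DMSO wells with 35 nM protein and 100% = DMSO wells with 750 nM protein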
PRMT1 inh – PRMT1 methyltransferase inhibitors, primary screen, biochemical, fluorescence polarization; inhibition, % at 2.79 µM; AID 652257, 2013; Protein arginine N-methyltransferase 1 (Homo sapiens), Q99873; hit rate 1.3% among 370,000; recombinant PRMT1, activity-based probe fluorescence polarization;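 active means inhibition above about 21% made by adding two undisclosed values, limit read from the data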
Target sequence (Q99873 whole entry, looked up): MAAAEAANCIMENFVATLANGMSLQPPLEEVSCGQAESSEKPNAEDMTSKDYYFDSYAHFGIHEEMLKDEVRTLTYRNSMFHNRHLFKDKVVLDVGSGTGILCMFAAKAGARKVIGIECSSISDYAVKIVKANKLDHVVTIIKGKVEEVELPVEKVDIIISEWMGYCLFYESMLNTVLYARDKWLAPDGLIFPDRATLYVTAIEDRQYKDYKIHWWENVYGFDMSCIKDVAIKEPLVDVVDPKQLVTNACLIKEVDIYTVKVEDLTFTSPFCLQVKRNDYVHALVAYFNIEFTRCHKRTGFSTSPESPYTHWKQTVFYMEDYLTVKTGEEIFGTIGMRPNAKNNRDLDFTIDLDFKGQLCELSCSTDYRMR
PG9 Ab binder – binders of HIV-1 gp120 antibody PG9, primary screen, biochemical, TR-FRET | hit rate 0.43% among 360,000 | HIV-1 gp120 / PG9 antibody interaction | TR-FRET gp120-PG9 antibody binding | inhibition, % at 6.7 µM | AID 624416, 2012; in the data active means inhibition above about 8.5%
rCAG RNA binder – binders of r(CAG) RNA repeats, primary screen, biochemical, fluorescence | r(CAG) RNA repeat, TO-PRO-1 dye displacement fluorescence | hit rate 1.3% among 370,000 | inhibition, % at 3 µM;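 active means inhibition above the plate cutoff, the mean of all test compounds on that plate plus 3 SD, cut at about 35% in these data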;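 further: 0% = DMSO alone and 100% = 100 µM mitoxantrone as full dye displacement; higher means more dye released from RNA so lower well fluorescence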
TDP2 absorb – human TDP2 enzyme inhibitors, primary screen, biochemical, epi absorbance, recombinant enzyme; Tyrosyl-DNA phosphodiesterase 2 (Homo sapiens), O95551; T5PNP hydrolysis, p-nitrophenol absorbance 415 nm; inhibition, % at 12.8 µM; hit rate 0.34% among 370,000;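 active means inhibition above the mean of all tested compounds plus 3 SD, set per campaign, cut at about 25% in these data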;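 further: 0% = DMSO with enzyme and 100% = buffer with substrate but no TDP2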
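Material: recombinant human TDP2; quantity: TDP2 enzyme at 120 nM final; medium: Tris-HCl pH 7.5 with MgCl2; compound: single concentration, 12.8 µM nominal, with 1% DMSO; incubation: 2 h enzyme incubation at 37 °C; signal: epi absorbance; measure: percent inhibition; benchmarks: high control without enzyme, low control DMSO plus TDP2; repeats: singlicate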
* hit, by the source's call; . = not tested or not shown. This is a subset; count on the stated rates, not on these rows.

No.	Structure	PRMT1 inh	PG9 Ab binder	ABHD4 inh	TCR-CD3 inh	Rev-erbA mod	TDP2 absorb	SIAE primary	HTRA1 inhibitor	LEDGF integ inh	rCAG RNA binder
1	C[C@H](NC(=O)[C@@H]1CCCN1C(=O)[C@@H]1CCCN1C(=O)c1cccc2ccccc12)c1ccccc1	0	1.5	1	-6	0	2	0	.	-3	0
2	O=C(Nc1nnc(-c2ccccc2SCc2ccccc2F)s1)Nc1ccccc1F	-1	-1.2	2	3	-2	-15	-4	-6	-5	3
3	CSc1cccc(NC(=O)COc2ccccc2)c1	1	1.6	2	-1	-5	-7	2	-2	0	-4
4	COC(=O)c1ccc(NC(=O)Nc2ccc(F)cc2F)cc1	-2	-2.9	-19	7	0	-15	-10	-16	4	6
5	C=CCOc1ccc(CNn2cn[nH]c2=S)cc1OC	-2	-1.5	4	-6	-3	-14	9	-1	1	3
6	O=C(NCCn1cc(SCc2ccccc2F)c2ccccc21)c1c(F)cccc1F	7	1.1	-21	-4	3	-2	4	-10	-4	10
7	CCCCN(C)CCCNC(=O)c1cc(-c2cccs2)nc2ccccc12	1	0.1	3	-6	3	-14	-3	1	-4	-1
8	c1ccc2[nH]c(CN3CCN(c4ncnc5c4oc4ccccc45)CC3)nc2c1	0	0.3	6	-9	-3	-9	20*	-6	2	2
9	C/C(=N\NC(=O)C(=O)Nc1ccc(C)c(Cl)c1)c1ccncc1	-1	-1.6	1	4	-15	0	-1	8	-2	-3
10	Cc1ccccc1NC(=S)NC12CN3CN(CN(C3)C1)C2	-4	-2.3	-2	-1	-5	-17	-5	3	2	3
11	O=C(COC(=O)c1ccc(Cl)c(S(=O)(=O)N2CCc3ccccc3C2)c1)Nc1ncc(Cl)cc1Cl	2	0.7	3	3	10	17	-21	-37	2	8
12	Cc1cc(C(=O)NC2CCCc3c2cnn3-c2ccc(C)c(C)c2)n(C)n1 (stereo not given)	1	0.9	-4	1	-5	9	-3	-1	3	-10
13	O=C(Cc1c(O)c2ccccc2oc1=O)c1ccc(F)cc1	0	0.0	3	6	-6	-10	-6	2	7	2
14	O=C1NC(=O)C(c2ccc(F)cc2)N1 (stereo not given)	-2	1.5	-7	3	3	-6	6	9	5	0
15	Cc1cc(=O)n2nc(N3CCC(C(=O)NC(C)c4ccccc4)CC3)sc2n1 (stereo not given)	-3	-0.2	2	-3	-1	-1	0	10	2	2
16	COCC1CCN(C(=O)c2ccc3oc(CCc4ccccc4)nc3c2)C1 (stereo not given)	0	-0.2	-1	2	-2	1	6	-1	-2	-2
17	O=C(CCc1ccc(S(=O)(=O)N2CCOCC2)cc1)N1CCCC1	-7	-2.6	3	-1	-1	1	0	8	1	1
18	COc1ccc(N2CCN(C(=O)CSc3nnc4c5cc(C)ccc5n(C)c4n3)CC2)cc1	2	0.7	-1	4	2	5	-1	-1	-2	0
19	COc1ccc(N(C(=O)c2snc(C(N)=O)c2N)C(C(=O)NCc2ccc(F)cc2)c2ccc(O)cc2)cc1 (stereo not given)	-5	-1.5	-43	-6	7	-18	-12	-41	-1	12
20	COc1ccc(OC)c(-n2c(=S)[nH]c3cc(C(=O)N4CCN(c5ccccc5)CC4)ccc3c2=O)c1	-1	-0.9	-5	-1	7	-2	12	0	1	6
21	COc1ccc(CCNC(=O)CSc2nc3[nH]ncc3c(=O)n2-c2cccc(C(F)(F)F)c2)cc1OC	0	-1.8	-4	0	2	-4	-4	5	3	-5
22	O=C(CSc1n[nH]c(-c2cccnc2)n1)Nc1ccc([N+](=O)[O-])cc1Br	2	-2.4	8	-4	2	-8	1	-2	-6	1
23	N#Cc1cccc(NC(=O)COC(=O)C2CCC2)c1	0	1.2	-5	0	-4	-2	-2	4	2	0
24	COc1ccc(-c2nnc(SC(C)C(=O)NC3CC3)o2)cc1 (stereo not given)	-6	-0.7	-2	0	-2	2	-1	-6	3	1
25	Cc1ccc(-c2cc3onc(-c4ccccc4)c3c(=O)n2C)cc1	0	-1.8	-2	13	3	2	4	-4	0	-3

Reprinted at random: 2 records from the list
No.	Structure	PRMT1 inh	PG9 Ab binder	ABHD4 inh	TCR-CD3 inh	Rev-erbA mod	TDP2 absorb	SIAE primary	HTRA1 inhibitor	LEDGF integ inh	rCAG RNA binder
6	O=C(NCCn1cc(SCc2ccccc2F)c2ccccc21)c1c(F)cccc1F	7	1.1	-21	-4	3	-2	4	-10	-4	10
9	C/C(=N\NC(=O)C(=O)Nc1ccc(C)c(Cl)c1)c1ccncc1	-1	-1.6	1	4	-15	0	-1	8	-2	-3

(list continues)
No.	Structure	PRMT1 inh	PG9 Ab binder	ABHD4 inh	TCR-CD3 inh	Rev-erbA mod	TDP2 absorb	SIAE primary	HTRA1 inhibitor	LEDGF integ inh	rCAG RNA binder
26	CCN1CNC(=S)N(c2cc(C)ccc2C)C1	-3	0.1	-1	3	1	9	-4	-1	1	1
27	CN1C(=O)C2(C(C#N)=C(N)Oc3n[nH]c(-c4ccc(Cl)cc4)c32)c2ccccc21 (stereo not given)	0	-0.3	-2	-3	0	13	-4	-14	0	3
28	COc1ccc(N2CCN(C(=O)c3ccc(Cl)c(S(=O)(=O)N4CCCC4)c3)CC2)cc1	3	-0.5	-1	-5	-4	-2	0	-4	-4	-1
29	CSc1ccccc1C(=O)Nc1ccc2c(c1)CCC2	-6	-2.0	-7	-4	-4	4	1	-17	1	-3
30	Cc1ccc(-c2nnn(CC(=O)N3CCCCC3)n2)cc1	1	2.6	-1	-5	2	-16	1	0	1	-3
31	COc1ccc(C(=O)NC(C(=O)NCCc2ccc3c(c2)OCCO3)C(C)C)cc1 (stereo not given)	-3	-0.4	-5	5	3	1	-2	-18	1	-4
32	COc1ccc(NC(=O)c2cc(C)nn2-c2ccccc2)cc1	-2	-0.2	8	3	-3	11	5	2	-2	0
33	COc1ccc(CC(NC(C)=O)C(=O)NC2CCN(c3nnnn3-c3ccccc3)CC2)cc1 (stereo not given)	1	0.1	5	0	-4	-13	-1	-1	-1	-3
34	C=C(C1=CCN(S(=O)C(C)(C)C)[C@H]1CCO)c1ccccc1 (stereo not given in full)	0	0.5	2	7	1	3	-2	1	-2	4
35	O=C(CSc1n[nH]c(=O)n1C1CC1)N1N=C(c2ccc(Cl)cc2)CC1c1ccco1 (stereo not given)	1	-2.5	-2	3	0	-6	-10	-9	0	-5
36	Cc1ccc(OCCC(=O)OCC(=O)NNC(=O)c2ccccc2)cc1	2	0.8	6	0	2	-3	-1	2	-3	-1
37	CCCCn1c(N)c(N(CCOC)C(=O)c2ccco2)c(=O)[nH]c1=O	-3	-3.0	-5	-6	-12	-23	-3	5	1	-1
38	Cc1cc(OCC(=O)NC2CC(C)(C)NC(C)(C)C2)c2c(C)cc(=O)oc2c1	-2	-0.3	-3	-1	3	7	-7	1	2	8
39	CC(O)[C@H]1CNCCN1CCc1cccc(F)c1 (stereo not given in full)	-1	-1.0	2	-2	1	-4	-3	-3	-2	2
40	COc1ccc(CNCC2COc3ccccc3O2)cc1 (stereo not given)	-1	-0.6	6	-1	-3	-6	3	-1	0	-3
41	COc1cc(NC(=O)c2ccccc2Cl)c(OC)cc1NC(=O)CN1CCCCC1	-8	-1.0	0	2	-1	-2	13	0	5	-3
42	Cc1cc2c(cc1C)NC1=C(N2)OC(c2cccc(O)c2)C1=O (stereo not given)	-3	-1.4	-2	-4	3	-1	28*	-2	0	-2
43	COC(=O)c1sc2cc(C(F)(F)F)cnc2c1-c1cccnc1	-3	0.3	5	1	2	5	2	10	2	-7
44	COc1ccccc1/C=C1\SC(=O)N(CCC(=O)NNC(=O)c2ccccc2Cl)C1=O	-1	-0.4	3	5	-1	-7	-13	4	-1	-1
45	COc1ccc(CN2C(=O)c3cccnc3C2=O)cc1S(=O)(=O)NCc1ccc(C)o1	41*	1.1	0	-4	-2	0	6	-1	-1	-1
46	Cc1c(Cl)cccc1Nc1nc(N)nc(CSc2nc3ccccc3s2)n1	-1	-0.8	-30	0	1	-2	-11	-53	2	8
47	Cc1cc(C)n(-c2nnc(N3CCN(c4ccccc4)CC3)nn2)n1	-1	0.8	1	-4	4	9	8	-1	1	2
48	COC(=O)c1sc(N)c(C(=O)OC)c1COC(=O)[C@@H](NS(=O)(=O)c1cccc(Cl)c1)C(C)C	0	0.0	-10	-3	-5	1	-5	-21	21*	5
49	Nc1cc(Cl)nc(N/N=C/c2ccc([N+](=O)[O-])cc2)n1	1	-3.5	4	7	4	-3	7	-5	0	4
50	Cn1nnnc1SCC(=O)Nc1ccc(Cl)c(S(=O)(=O)N2CCOCC2)c1	-1	-0.5	4	-1	10	-8	-4	2	2	3
51	COC(=O)C(C)N(C#N)c1nc(NC(C)C)nc(SC)n1 (stereo not given)	0	-0.2	0	2	-1	1	3	-3	-1	-3
52	O=C(NCc1ccccc1)C(c1cc2ccccc2o1)n1c(=O)c(-c2ccccc2)nc2ccccc21 (stereo not given)	-2	-2.0	-3	2	47*	6	1	.	-2	12
53	Cc1nn(CC(=O)NCCN2CCCCCC2)c(=O)c2nn(-c3ccccc3)c(C)c12	-2	-0.4	-3	4	-6	4	7	4	4	-1
